# HCMV inh: blocks human cytomegalovirus replication; activity change, negative = inhibition, % at 57.5 µM; HFF cells, HCMV-luciferase reporter, 72 h; hits give low values; hit rate 4.5% among 410,000; AID 1259415; in the data active = activity change below about -60%; inconclusive = no clear call, values can overlap the other calls; inactive = above about -39%
#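 Two-dose cell screen: HFF monolayers treated with compounds and infected with luciferase-expressing HCMV at 1 PFU/cell, 72 h at 37C, then lysed for luciferase measurement.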
# Tb PYK inh: inhibitors of Trypanosoma brucei pyruvate kinase | hit rate 0.12% among 410,000 | Q57TT1 | Potency, µM (series often up to 76.8 µM), inactives show top-dose activity, negative = inhibition, hits mostly inhibitors | TbPYK enzyme, Kinase-Glo Plus ATP luminescence, 45 min | AID 624173; note: potency is the fitted concentration of half-maximal effect; nearly all actives have a fitted effect of over 50% in size
#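 T. brucei PYK with substrate was exposed to pin-transferred compounds across a concentration series, then started with 130 uM ADP (final). After 45 min at room temperature, Kinase-Glo Plus luminescence was read, normalized and curve-fitted.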
# AmpC inh detg: inhibitors of E. coli AmpC beta-lactamase with detergent | P00811 | AmpC hydrolysis of nitrocefin, absorbance 480 nm, 0.01% Triton | Potency, µM (highest dose often 114 µM), for the others: top-dose activity change, negative = inhibition, actives largely listed as inhibitors | hit rate 0.041% among 370,000;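 note: potency is the fitted concentration of half-maximal effect; 0% = no-compound wells and -100% = no-enzyme wells; nearly all actives have a fitted effect of over 25% in size; some results filed as inactive show a strong effect at the top dose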
# Target sequence (P00811 whole entry, looked up): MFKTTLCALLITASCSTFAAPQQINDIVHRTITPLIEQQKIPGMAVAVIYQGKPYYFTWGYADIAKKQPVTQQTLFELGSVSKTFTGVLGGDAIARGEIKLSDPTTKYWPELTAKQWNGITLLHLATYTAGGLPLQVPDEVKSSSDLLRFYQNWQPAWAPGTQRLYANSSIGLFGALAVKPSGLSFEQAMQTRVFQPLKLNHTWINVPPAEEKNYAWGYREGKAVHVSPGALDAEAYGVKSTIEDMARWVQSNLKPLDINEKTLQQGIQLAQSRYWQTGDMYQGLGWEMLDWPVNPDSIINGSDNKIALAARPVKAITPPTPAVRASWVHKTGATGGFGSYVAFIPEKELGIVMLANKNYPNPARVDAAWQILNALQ
#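 AmpC (5.3 nM in the dispensed reagent) in 20 mM phosphate pH 7.0 with 0.01% (detergent screen) or 0.0001% Triton X-100 was preincubated with compounds for 15 min at room temperature. Nitrocefin was then added from an 800 uM solution, and hydrolysis was followed at 480 nm.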
# AmpC inh no detg: blocks E. coli AmpC beta-lactamase in detergent-free assay. hit rate 0.52% among 330,000. AmpC nitrocefin hydrolysis, absorbance 480 nm, 0.0001% Triton. Potency, µM (series often up to 57.1 µM), for the others: at the highest dose activity change, negative = inhibition, hits mostly inhibitors;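 note: potency is the fitted concentration of half-maximal effect; plate controls were no compound for no effect and no enzyme for full effect; nearly all actives have a fitted effect of over 20% in size; some results filed as inactive show a strong effect at the top dose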
#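 AmpC (5.3 nM in the dispensed reagent) in 20 mM phosphate pH 7.0 with 0.01% (detergent screen) or 0.0001% Triton X-100 was preincubated with compounds for 15 min at room temperature. Nitrocefin was then added from an 800 uM solution, and hydrolysis was followed at 480 nm.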
# AMA1-RON2 inh: AMA1-RON2 (P. falciparum) interaction inhibition. AlphaScreen AMA1-biotinylated RON2 peptide binding. Potency, µM (series often up to 58.2 µM), for inactives: at the top dose activity change, negative = inhibition, hits mostly inhibitors. hit rate 0.2% among 360,000. AID 720542;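 note: potency is the fitted concentration of half-maximal effect; 0% = vehicle wells and -100% = peptide control; nearly all actives have a fitted effect of over 45% in size; some results filed as inactive show a strong effect at the top dose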
#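 AMA1 (3D7) with his tag at 25 nM final met compounds first, then biotinylated RON2 peptide at 25 nM; detection used donor plus acceptor beads, 10 µg/mL apiece, read by AlphaScreen after 30 min at room temperature.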
# LmPK inhibitor: blocks Leishmania mexicana pyruvate kinase activity; Q27686; purified LmPK, Kinase-Glo ATP luminescence, 1 h; Potency, µM (top dose mostly 57.5 µM), without a hit: at the highest dose activity change, negative = inhibition, most hits filed as inhibitors; hit rate 0.37% among 290,000; note: potency is the fitted concentration of half-maximal effect
# Target sequence (Q27686 whole entry, looked up): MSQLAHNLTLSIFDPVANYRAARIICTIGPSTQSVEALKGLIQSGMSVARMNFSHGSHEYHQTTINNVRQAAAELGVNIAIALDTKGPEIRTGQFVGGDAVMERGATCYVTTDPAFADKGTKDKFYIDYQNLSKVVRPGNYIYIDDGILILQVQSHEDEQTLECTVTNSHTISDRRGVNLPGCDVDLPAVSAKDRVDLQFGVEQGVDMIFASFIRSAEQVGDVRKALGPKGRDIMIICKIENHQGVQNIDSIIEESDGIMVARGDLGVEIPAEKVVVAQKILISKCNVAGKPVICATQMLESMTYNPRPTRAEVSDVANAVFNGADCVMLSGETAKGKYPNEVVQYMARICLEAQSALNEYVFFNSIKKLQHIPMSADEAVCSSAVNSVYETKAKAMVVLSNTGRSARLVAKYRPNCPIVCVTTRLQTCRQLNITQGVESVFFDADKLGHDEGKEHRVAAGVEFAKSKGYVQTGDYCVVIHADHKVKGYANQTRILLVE
#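 Kinase-Glo luminescence read after 1 h RT reaction of 0.1 nM LmPK with 0.5 mM PEP and 0.1 mM ADP. Activity scaled between uninhibited and enzyme-free controls.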
# Sm TGR inh: blocks Schistosoma mansoni thioredoxin glutathione reductase | Q962Y6 | purified TGR, DTNB reduction, TNB absorbance 405 nm | hit rate 3% among 360,000 | Potency, µM (doses to about 114 µM), without a hit: top-dose activity change, negative = inhibition, actives largely listed as inhibitors | AID 485364; note: potency is the fitted concentration of half-maximal effect; nearly all actives have a fitted effect of over 60% in size
#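 First, TGR (20 nM dispensed) and NADPH were mixed with compound. Second, a 15 min room-temperature incubation followed. Third, further NADPH and then DTNB were added to start the reaction. Finally, TNB absorbance was monitored kinetically.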
# * hit, by the source's call; u = inconclusive; x = not tested or not shown; & = joins results of further samples; [ ] = another dose, or the depositor's remark. Unless noted, calls come from the whole dose curve; as a rule, active = well fitted curve in the direction sought with a large enough effect; inconclusive = small, poorly fitted or top-dose-only effect, or another doubt; inactive = no such curve, though single readings can be large; an effect the other way counts as inactive or inconclusive. Unless noted, % is set by controls: 0 for no effect and ±100 for the full control effect.
# Every second line gives: HCMV inh	AmpC inh detg	Sm TGR inh	AmpC inh no detg	AMA1-RON2 inh	Tb PYK inh	LmPK inhibitor
1) C=CCN1C(=O)/C(=C/c2ccc(Br)s2)C(=O)NC1=S
 : 32	-16%	2.5µM*	-39%	-5%	-1%	27%
2) CC(C)Oc1ccc(C(=O)N2CCC(c3nc4ccccc4s3)CC2)cc1
 : 14	16%	-4%	x	x	5%	x
3) CC1(C(=O)NS(=O)(=O)c2cccc(OC(F)F)c2)CCN1C(=O)Cc1ccsc1 (stereo not given)
 : 15	x	x	x	-12%	1%	x
4) Cc1ccccc1C(=O)N1CCC(C(=O)NCc2ccc(Cl)cc2)CC1
 : -28	3%	-32%	81%[activator]	1%	1%	-13%
5) CCOC(=O)Cn1nc(C)c(NC(=O)COc2ccc([N+](=O)[O-])c(C)c2)c1C
 : -5	8%	-2%	-15%	7%	9%	2%
6) COc1ccc(CCC(=O)NCCc2ccc(OC)c(OC)c2)cc1
 : 15	2%	0%	-1%	-8%	-2%	1%
7) CC(=O)NNc1ncnc2ccccc12
 : -7	-12%	1%	-20%	64%[activator]	-2%	4%
8) O=C(Nc1ccccc1OC(F)F)c1ccc(F)cc1
 : -23	3%	10%	-18%	-24%	8%	-2%
9) O=C(OCc1nc2ccc(Cl)cc2n1CCO)c1ccccc1C(=O)c1ccccc1
 : u	u	-1%	-11%	-6%	-3%	2%
10) CCN(CC)Cc1c(C(=O)N/N=C/c2ccco2)nnn1-c1nonc1N
 : 9	-7%	-19%	-19%	107%[activator]	2%	-6%
11) Cn1cccc1Cc1nnc(SCC(=O)Nc2ccccc2F)n1-c1ccc(F)cc1
 : -2	u	u	21%	16%	-1%	-1%
12) COc1ccc2c(c1)O[C@@]1(CCCC[C@@H]1C)CC2=O
 : u	-1%	26%	-6%	-3%	0%	x
13) COc1ccc(CC(=O)N2CCC3(CC2)NCCc2[nH]cnc23)cc1
 : 3	-5%	-6%	-7%	-7%	2%	-2%
14) COc1ccc(CN2CCN(C(=O)c3ccccc3C(=O)c3ccccc3)CC2)cc1OC
 : 1	x	x	x	11%[11.6 µM]	3%	x
15) Cn1cc(/C=C/C(=O)N2CCCC(C(=O)c3ccc(C(F)(F)F)cc3)C2)cn1 (stereo not given)
 : 7	-2%	-6%	40%	0%	-25%	-6%
16) Cc1ccc(COC(=O)CN2C(=O)NC3(CCCCC3C)C2=O)cc1 (stereo not given)
 : 16	10%	-10%	1%	5%	4%	x
17) COC(=O)c1ccc(C(=O)OC)c(NC(=O)COC(=O)CCOc2ccc(C)cc2)c1
 : -27	u	-10%	-17%	1%	-14%	x
18) CC1(C)OC(=O)C(=Cc2ccc(-c3ccc(Cl)c(C(=O)O)c3)o2)C(=O)O1
 : -3	u	-6%	-19%	3%	16µM*	32%
19) COc1ccc(Cl)cc1NC(=S)NNC(=O)c1cccnc1
 : 9	-6%	0%	-34%	86%[activator]	-10%	-2%
20) COC(=O)[C@]1(C)N[C@H](CN(C)C(=O)Nc2ccccc2)[C@@H]2C(=O)N(Cc3ccccc3)C(=O)[C@@H]21
 : 33	x	x	58%	15%	5%	x
21) COc1cc2c(cc1CN1CCN(C(=O)c3cc(OC)c(OC)c(OC)c3)CC1)OCO2
 : 22	0%	3%	53%	-17%	19%	-2%
22) CN1CCN(C(=O)/C(=C/c2cccs2)NC(=O)c2cccs2)CC1
 : u	-15%	-6%	-5%	8%[2.32 µM]	-9%	-2%
23) C=CCn1c(C)cc(/C([O-])=C(/C(=S)Nc2ccc(OC(F)F)cc2)[n+]2ccc(N(C)C)cc2)c1C
 : u	-7%	-10%	2%[2.29 µM]	16%	1%	0%
24) CN1CCN(c2cc([N+](=O)[O-])ccc2Cl)CC1
 : -5	-1%	7%	-13%	-12%	2%	1%
25) Cc1nc([N+](=O)[O-])cn1CC(=O)Nc1ccc([N+](=O)[O-])cc1
 : 14	-3%	4%	-12%	3%	3%	-4%
26) CCOC(=O)c1c(NC(=O)CSc2nnc(CNc3ccc(OC)cc3)n2C)sc(C)c1C
 : 42	8%	11%	75%[activator]	-14%	2%	12%
27) CC(=O)N/C(=N/c1nc(C)cc(C)n1)Nc1cc(C)cc(C)c1
 : -19	u	5%	20%	-5%	6%	1%
28) COc1ccc(NC(=O)CCCn2c(=O)c3sccc3n(Cc3ccc(C)cc3C)c2=O)cc1
 : -5	-7%	-12%	-11%	2%	2%	-2%
29) COc1cccc(CNC(=O)c2ccc(CS(=O)Cc3ccc(C)cc3)o2)c1 (stereo not given)
 : -10	-13%	-33%	27%	-6%	-1%	1%
30) COc1ccc(OC)c(C2C3=C(N=c4s/c(=C\c5cccc(O)c5)c(=O)n42)c2ccccc2CC3)c1 (stereo not given)
 : -92*	u	-13%	-52%	-13%	-2%	-1%
31) Cc1ccc(-n2c(=O)c3c4c(sc3n(CC(=O)Nc3cccc(Cl)c3)c2=O)CCCCC4)cc1C
 : -3	-6%	-2%	x	x	-5%	x
32) CC1OC(OC2C=C3CCC4C(CCC5(C)C(c6ccc(=O)oc6)CCC45O)C3(C)CC2)C(O)C(OC2OC(CO)C(O)C(O)C2O)C1O (stereo not given)
 : -97*	x	x	x	-10%	-9%	x
33) CCN(C(=O)CSc1nnc(-c2cccs2)o1)C1CCS(=O)(=O)C1 (stereo not given)
 : 59	-1%	7%	-22%	24%	2%	9%
34) COc1ccc(-c2cc(=O)[nH][nH]2)cc1OC
 : -20	-6%	15%	-26%	-7%	-2%	4%
35) O=C(Nc1cc(C(=O)N2CCOCC2)cc(C(=O)N2CCOCC2)c1)c1cc(F)c(F)cc1Cl
 : x	4%	0%	4%	7%	-4%	-9%
36) Clc1cnc(N/N=C/c2ccco2)c(Cl)c1
 : 70	u	-12%	-16%	25%	-17%	-14%
37) O=C(NCc1ccccc1)N1CCN(c2ccc(Cl)c(Cl)c2)CC1
 : -22	-15%	-26%	-11%	46%[activator]	1%	5%
38) CCCC(C)C(=O)Nc1nc(C)c(-c2csc(Nc3cc(Cl)ccc3C)n2)s1 (stereo not given)
 : -36	u	8%	-19%	33%[activator]	5%	2%
39) CC1=C(C(=O)OCC2CCCO2)C(c2ccccc2)NC(=O)N1 (stereo not given)
 : 0	-16%	0%	-11%	-5%	7%	-1%
40) O=C(CNC(=O)c1cccnc1)N/N=C/c1ccc(O)cc1O
 : 32	0%	0%	-26%	114%[activator]	-11%	-1%
41) CN1CCCC(OC(=O)c2ccc(S(=O)(=O)N(C)C)cc2)C1 (stereo not given)
 : 27	0%	8%	0%	-9%	-9%	-2%
42) Cc1ccc(S(=O)(=O)N2CCOCC2)cc1NCC(=O)Nc1ccc(OC(F)(F)F)cc1
 : 6	x	x	-17%	4%	-6%	x
43) [O-]/[N+](=C\c1ccc(F)cc1)c1ccccc1
 : u	0%	-2%	-22%	-3%	3%	u
44) COc1ccc(CCn2c(O)c(C=NCCCO)c(=O)[nH]c2=O)cc1OC
 : -28	5%	-15%	-11%	0%	-11%	-4%
45) CC(C)(C)C(=O)OCOC(=O)[C@@H]1N2C(=O)[C@@H](N=CN3CCCCCC3)[C@H]2SC1(C)C
 : 22	u	-16%	6%	50%[activator]	-9%	x
46) O=C(Nc1ccccc1)Nc1nnc([C@@H]2C[C@H](O)[C@@H](CO)O2)s1
 : 78	x	x	x	-4%	-3%	x
47) CC1CCN(S(=O)(=O)c2ccc(Cl)cc2Br)CC1
 : -40	-11%	0%	-28%	27%	0%	2%
48) CCOc1ccc(CCNC(=O)c2cn(-c3cccc(OC)c3)c(=O)c3ccccc23)cc1
 : 47	21%	-2%	x	x	0%	x
49) Cn1ncc(C(=O)N2CCN(c3ccc(F)cc3)CC2)c1C1CCN(C(=O)OC(C)(C)C)CC1
 : 0	14%	-1%	x	x	2%[15.4 µM]	x
50) CCOc1ccc(CN2CCN(CCCc3ccccc3)CC2CCO)cc1 (stereo not given)
 : 28	u	-23%	66%[activator]	5%	1%	0%
51) COc1ccc(C(=O)O/N=C(\N)Cc2ccc([N+](=O)[O-])cc2)c(OC)c1
 : -23	4%	-19%	-26%	10%	0%	1%
52) O=C(COc1cccnc1[N+](=O)[O-])c1ccc(Cl)s1
 : -25	-10%	2µM*	u	-2%	-17%	3%
53) O=C(Nc1ccc(N2CCOCC2)cc1)c1cc(-n2cnnc2)ccc1Cl
 : -37	-9%	0%	-20%	-8%	5%	-1%
54) Cc1ccc(CCNC(=O)C2CCN(S(=O)(=O)c3cccc4nonc34)CC2)cc1
 : 3	-18%	u	-24%	-12%	-3%	-2%
55) N#Cc1ccccc1NC(=O)CN1C(=O)NC(Cc2c[nH]c3ccccc23)C1=O (stereo not given)
 : 37	u	1%	-6%	6%	4%	x
56) CCOC(=O)c1sc(NC(=O)CSc2n[nH]c(CC)n2)nc1C
 : 16	5%	9%	-18%	-10%	-3%	-1%
57) O=C(NC1CCCCC1)C(c1cccnc1)N(C(=O)CCl)c1ccccc1Cl (stereo not given)
 : -103*	-12%	u	13%	-21%	1%	-5%
58) O=c1c2oc3ccccc3c2n(Cc2ccc(F)cc2)c(=O)n1Cc1ccco1
 : -20	15%	5%	x	x	-8%	x
59) O=C1CCC[C@@H]2C[C@@]3(C[C@@H]4CCN1[C@H]24)Nc1cc([N+](=O)[O-])ccc1NC3=NC1CCCCC1
 : -10	x	x	x	-13%	5%	x
60) O=C(NCc1nnc(SCC(=O)N2CCC(Cc3ccccc3)CC2)o1)c1ccco1
 : -26	0%	10%	75%[activator]	5%	-5%	-1%
61) CC1(C)OC(=O)C(=Cc2ccc[nH]2)C(=O)O1
 : -6	-5%	0%	-19%	-5%	-5%	4%
62) CCCCSc1cnn(-c2ccccc2)c(=O)c1SCCCC
 : u	-5%	0%	-44%	23%	-3%	1%
63) CCCn1c2ccccc2c2cnn(CC(=O)NCCN(CC)CC)c(=O)c21
 : 53&-24	-6%&19%	-13%&9%	47%	2%	-11%&-2%	5%

# Part of the list above, with one line to a screen.
33: CCN(C(=O)CSc1nnc(-c2cccs2)o1)C1CCS(=O)(=O)C1 (stereo not given)
40: O=C(CNC(=O)c1cccnc1)N/N=C/c1ccc(O)cc1O
36: Clc1cnc(N/N=C/c2ccco2)c(Cl)c1

assay / compound	33	40	36
HCMV inh	59	32	70
AmpC inh detg	-1%	0%	u
Sm TGR inh	7%	0%	-12%
AmpC inh no detg	-22%	-26%	-16%
AMA1-RON2 inh	24%	114%[activator]	25%
Tb PYK inh	2%	-11%	-17%
LmPK inhibitor	9%	-1%	-14%
